Screens from PubChem BioAssay.
Pf growth 96h: P. falciparum growth inhibition at 96 hour, primary screen for plastid delayed-death inhibitors. P. falciparum luciferase reporter growth, 96 h. Potency, µM (doses to about 28.7 µM), for inactives: at the top dose activity change, negative = inhibition, usual class: inhibitors. 320,000 compounds, 6.9% hits; also: potency is read from the fitted curve at half-maximal effect; % is scaled to controls: 0 for no effect and ±100 for the full control effect
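P. falciparum expressing integrated firefly luciferase grown in erythrocytes (2% hematocrit, 0.05% parasitemia final) with compounds for 96 hours at 37 C, 5% CO2. Growth inhibition read as loss of luminescence after adding luciferase detection reagent.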
AmpC no deterg: AmpC beta-lactamase inhibition without detergent. P00811. AmpC nitrocefin hydrolysis, absorbance 480 nm, 0.0001% Triton. Potency, µM (doses to about 57.1 µM), without a hit: at the highest dose activity change, negative = inhibition, actives largely listed as inhibitors. 330,000 compounds, 0.52% hits. AID 485341;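 also: potency is read from the fitted curve at half-maximal effect; plate controls were no compound for no effect and no enzyme for full effect; nearly all actives have a fitted effect of over 20% in size; some results filed as inactive show a strong effect at the top dose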
Target sequence (P00811 whole entry, looked up): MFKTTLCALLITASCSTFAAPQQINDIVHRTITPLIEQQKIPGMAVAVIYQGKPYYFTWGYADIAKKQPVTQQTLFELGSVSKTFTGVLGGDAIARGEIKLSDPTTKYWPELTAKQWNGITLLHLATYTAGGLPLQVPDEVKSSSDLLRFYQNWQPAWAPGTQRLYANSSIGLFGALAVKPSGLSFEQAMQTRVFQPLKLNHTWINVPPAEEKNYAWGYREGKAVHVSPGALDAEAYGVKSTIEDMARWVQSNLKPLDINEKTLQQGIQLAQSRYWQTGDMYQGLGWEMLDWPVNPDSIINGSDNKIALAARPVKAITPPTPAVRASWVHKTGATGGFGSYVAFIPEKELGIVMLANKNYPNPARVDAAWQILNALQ
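AmpC (5.3 nM in the dispensed reagent) in 20 mM phosphate pH 7.0 with 0.01% (detergent screen) or 0.0001% Triton X-100 was preincubated with compounds for 15 min at room temperature. Nitrocefin was then added from an 800 uM solution, and hydrolysis was followed at 480 nm.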
Shiga inhibitor: Shiga toxin inhibition | Vero cells, Shiga toxin protein synthesis inhibition reporter | inhibition, % at 38.7 µM | 290,000 compounds, 9.2% hits; in the data active = inhibition mostly above about 28%, no sharp cut-off; inactive = mostly below about 43%; also: 0% is about no effect
CHX counter: affects cycloheximide protein synthesis inhibition readout, counter-screen; AID 2314; cell reporter, cycloheximide protein synthesis inhibition counterscreen; max response, %; 300,000 compounds, 12% hits; in the data active = max response mostly above about 13%, no sharp cut-off; inactive = mostly below about 14%; also: read at 38.3 µM for the half of the compounds with a filed dose; 0% is about no effect
Pf growth 48h: inhibits P. falciparum growth in the first generation, 48 h; P. falciparum luciferase growth in erythrocytes, 48 h; Potency, µM (highest dose often 28.7 µM), for the others: at the highest dose activity change, negative = inhibition, actives largely listed as inhibitors; 310,000 compounds, 5.9% hits; AID 504832; also: potency is read from the fitted curve at half-maximal effect; % is scaled to controls: 0 for no effect and ±100 for the full control effect
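Here the parasites carry a stable luciferase gene and grow inside erythrocytes in Albumax-based RPMI medium with compound for one erythrocytic cycle. Activity is scored as loss of luminescent signal.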
LmPK inh: blocks Leishmania mexicana pyruvate kinase activity. purified LmPK, Kinase-Glo ATP luminescence, 1 h. Potency, µM (series often up to 57.5 µM), for inactives: at the highest dose activity change, negative = inhibition, actives largely listed as inhibitors. 290,000 compounds, 0.37% hits. AID 1721; also: potency is read from the fitted curve at half-maximal effect; % is scaled to controls: 0 for no effect and ±100 for the full control effect
Target sequence (Q27686 whole entry, looked up): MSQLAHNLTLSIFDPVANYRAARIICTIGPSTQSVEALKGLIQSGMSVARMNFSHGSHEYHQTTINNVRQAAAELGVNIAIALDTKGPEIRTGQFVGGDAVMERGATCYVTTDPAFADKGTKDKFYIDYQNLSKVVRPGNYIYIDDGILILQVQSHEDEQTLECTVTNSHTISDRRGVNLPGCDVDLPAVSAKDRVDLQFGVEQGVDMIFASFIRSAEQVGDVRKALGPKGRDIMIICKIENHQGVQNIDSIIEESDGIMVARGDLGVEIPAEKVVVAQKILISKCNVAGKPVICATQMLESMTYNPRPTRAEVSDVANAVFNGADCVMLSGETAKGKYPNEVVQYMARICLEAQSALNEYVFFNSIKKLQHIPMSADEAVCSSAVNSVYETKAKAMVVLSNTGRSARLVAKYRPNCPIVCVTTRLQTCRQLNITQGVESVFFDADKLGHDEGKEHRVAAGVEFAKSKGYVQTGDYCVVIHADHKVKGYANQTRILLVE
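Purified LmPK (0.1 nM) converted ADP (0.1 mM) to ATP with PEP (0.5 mM) in imidazole buffer pH 7.2 with KCl and MgCl2, 1 h at room temperature. ATP was read by Kinase-Glo luminescence; data normalized to uninhibited and no-enzyme controls.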
TbPYK inhibitor: blocks Trypanosoma brucei pyruvate kinase; Q57TT1; TbPYK enzyme, Kinase-Glo Plus ATP luminescence, 45 min; Potency, µM (doses to about 76.8 µM), for the others: top-dose activity, negative = inhibition, usual class: inhibitors; 410,000 compounds, 0.12% hits; also: potency is read from the fitted curve at half-maximal effect; % is scaled to controls: 0 for no effect and ±100 for the full control effect; nearly all actives have a fitted effect of over 50% in size
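Readout: single end-point luminescence (Kinase-Glo Plus, 10 min). Reaction conditions were TbPYK/substrate plus 130 uM ADP, 45 min at RT, pH 7.2 TEA buffer. No-enzyme wells served as controls, and data were normalized before concentration-response fitting.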
Numbers without * were called inactive; i = inactive; ? = inconclusive; / = no result given; & = joins results of further samples; [ ] = dose if it differs, or a comment. Unless noted, calls follow the shape of the dose curve; as a rule, active = well fitted curve in the direction sought with a large enough effect; inconclusive = small, poorly fitted or top-dose-only effect, or another doubt; inactive = no such curve, though single readings can be large; an effect the other way counts as inactive or inconclusive.

Values run as follows: Pf growth 96h	AmpC no deterg	Shiga inhibitor	CHX counter	Pf growth 48h	LmPK inh	TbPYK inhibitor
Clc1cccc(-c2nc3nc4ccccc4nc3n2Cc2ccccc2)c1
  34%[activator]	-28%	8	0	5%	0%	-5%
CC(C)(C)c1ccc(S(=O)(=O)N2CCC(O)(c3ccc(Cl)cc3)CC2)cc1
  ?	-20%	16	-3	?	-16%	-1%
C=CCOc1c(Br)cc(CNc2ccc(NC(=O)CCC)cc2)cc1OCC
  61%[activator]	18%	12	3	50%[activator]	0%	-4%
O=C1CCCN1c1ccc(N2CCCC2=O)cc1
  2.1µM*	224%	-4	-1	14%	0%	-3%
O=C(COC(=O)c1cc(S(=O)(=O)N2CCCC2)ccc1O)NCCc1ccccc1
  -25%	-23%	/	/	-17%	/	-11%
Cn1c(C(C(=O)NCC2CCCO2)N(CCc2ccccc2)C(=O)Cn2nnc3ccccc32)nc2ccccc21 (centres undefined)
  ?	97%[activator]	-15	-5	?	2%	2%
Cc1cccn2c(=O)c3cc(C(=O)NCC4CCCO4)c(=N)n(C4CCCC4)c3nc12 (centres undefined)
  -20%	-17%	-4	-3	?	5%	-9%
CCC(C)(C(=O)NC1CCCCC1)N(Cc1ccco1)C(=O)Cc1cccs1 (centres undefined)
  /	-1%	4	2	53%[activator]	-2%	-6%
CCN(c1ccc(C)c(C)c1)S(=O)(=O)c1c(C)[nH]c(=O)[nH]c1=O
  /	-18%	-11	7	-8%	-3%	-4%
Cn1c(SCC(=O)N2c3ccccc3Sc3ccccc32)nnc1-c1ccco1
  16%	41%	-5	-2	?	-2%	0%
CCOC(=O)N1CCN(C(=O)c2ccc(N(Cc3ccccc3)S(C)(=O)=O)cc2)CC1
  -8%	87%[activator]	-5	-2	/	4%	0%
CNc1c(N)n(Cc2ccccc2)c(=O)[nH]c1=O
  /	-11%	19	7	-15%	-3%	7%
CC(C)NC(=O)NC(=O)CSc1ncc(C(F)(F)F)cc1Cl
  -27%	-11%	-8	-1	?	-1%	0%
Cc1ccc(C2N(c3ccc(Cl)cc3)C(=O)N3CCCN23)cc1 (centres undefined)
  ?	71%[activator]	4	6	?	3%	-6%
CCN(C(=O)CSc1nnnn1-c1ccccc1OC)C1CCS(=O)(=O)C1 (centres undefined)
  14%	-13%	/	/	-21%	/	3%

The closing two entries of the section before lead into the next.
Values run as follows: Pf growth 96h	AmpC no deterg	Shiga inhibitor	CHX counter	Pf growth 48h	LmPK inh	TbPYK inhibitor
Cc1ccc(C2N(c3ccc(Cl)cc3)C(=O)N3CCCN23)cc1 (centres undefined)
  ?	71%[activator]	4	6	?	3%	-6%
CCN(C(=O)CSc1nnnn1-c1ccccc1OC)C1CCS(=O)(=O)C1 (centres undefined)
  14%	-13%	/	/	-21%	/	3%
CS(=O)(=O)N(CC(=O)N1CCCCCC1)Cc1ccc(Cl)cc1
  /	109%[activator]	-3	-8	14%	3%	5%
CCn1c(=S)sc2c(=O)n(CC(=O)Nc3ccccc3OC)c(C)nc21
  -7%	-23%	-1	6	0%	-3%	-6%
O=C(CSc1nnnn1-c1ccccc1)Nc1nsc(-c2ccccc2)n1
  /	-19%	-9	-2	10%	1%	-21%
O=c1[nH]cc(-c2ccccc2)c(=O)[nH]1
  13%	-6%	-2	-1	56%[activator]	2%	6%
COc1ccc(N2C(=O)/C(=C/c3ccco3)C(=O)NC2=S)cc1
  ?	-43%	-8	-3	1%	-11%	?
COc1ccccc1/C=N/NC(=O)NC12CC3CC(CC(C3)C1)C2
  2%	-46%	-2	-5	?	5%	3%
O=C(Oc1ccc(-c2cnc3ccccc3n2)cc1)c1cc([N+](=O)[O-])ccc1Cl
  /	-18%	83*	48*	i	2%	-1%
COc1ccc(-c2nc(CN3CCN(c4ccccc4OC)CC3)c(C)o2)cc1
  ?	151%[activator]	11	-2	?	0%	-9%
O=C(Cn1c(=O)oc2cc(S(=O)(=O)N3CCCC3)ccc21)Nc1ccc(C(F)(F)F)cc1
  -10%	-30%	-5	-3	10%	4%	0%
CS(=O)(=O)c1cccc(C(=O)Nc2ccc(-c3nc4ccccc4[nH]3)cc2)c1
  ?	-35%	6	24	?	3%	3%
CC1c2cc3c(cc2CCN1C(=O)c1cccc(Cl)c1)OCCCO3 (centres undefined)
  ?	24%	14	11	-7%	-9%	0%
O=S(=O)(/C=C/c1ccccc1)N1CCN(c2ccccc2)CC1
  30%	-20%	-14	-5	21%	-2%	1%
Cc1nn(C(=O)Cn2ccc([N+](=O)[O-])n2)c(C)c1Br
  53%[activator]	-11%	-10	11	12%	0%	-2%
O=C(O)c1nc(=O)[nH]c(=O)[nH]1
  14%	/	/	/	-2%	/	0%
CCn1c(/C=C/c2ccccc2C)nc2ccccc2c1=O
  -15%	18%	51*	19*	1%	1%	7%
O=C(O)CNC(=O)c1nc(-c2ccccc2)n(-c2ccccc2)n1
  -30%	-22%	27	-1	5%	1%	1%
COc1cccc(NC2=C(NCCO)C(=O)c3ccccc3C2=O)c1
  -13%	-22%	/	11*	-28%	-3%	-4%
CCCc1cc(=O)oc2cc(OCC(=O)Nc3ccccn3)ccc12
  181%[activator]	-16%	67*	25*	101%[activator]	-14%	-4%
O=C(O)c1ccc2ncsc2c1
  ?	-10%	68*	27*	?	-5%	-26%
O=S(=O)(Nc1ccc2c(c1)nc1n2CCOC1)c1ccccc1
  /	?	28	5	-10%	4%	3%
COc1cccc2oc(-c3ccco3)cc(=O)c12
  -103%	-22%	24	30*	?	-27%	-10%
Cc1cccc(/C(N)=N/OC(=O)c2ccc(Cl)cc2Cl)c1
  61%[activator]	-21%	72*	70*	191%[activator]	7.9µM*	?
CCOc1ccc2ccccc2c1/C=N\NC(=O)OC
  -17%	-34%	9	-5	21%	-2%	0%
Cc1cccc(NC(=O)CC2SC(=O)N(c3ccccc3)C2=O)c1 (centres undefined)
  /	-26%	29	10	3%	1%	7%
O=C1CC(c2ccco2)CC(O)=C1C=NCCN1CCN(C(=O)Nc2ccc(Cl)cc2)CC1 (centres undefined)
  -20%	98%[activator]	-3	-1	0%	2%	-6%
O=C(CCCN1C(=O)c2ccccc2C1=O)Nc1nccs1
  2%	-11%	37	-2	/	4%	-2%
Cc1cccc(C)c1NC(=O)COc1ccc2c(C)c(Cc3ccccc3)c(=O)oc2c1
  ?	-22%	-24	1	?	6%	-3%
CC(NC(=O)Cn1cc(C(=O)C2CC2)c2ccccc21)c1ccccc1 (centres undefined)
  ?	-35%	-38	-5	?	5%	1%
COc1ccc(NS(=O)(=O)c2cccc3cccnc23)cc1Cl
  0.93µM*	-41%	19	7	?	0%	4%
CCOc1ccc(S(=O)(=O)N/N=C(\C)c2ccc3c(c2)OCO3)cc1
  -22%	-32%	-6	-1	1%	3%	-3%
O=C(O)[C@H](CSCc1ccccc1)NS(=O)(=O)c1ccc(F)cc1
  -9%	-19%	-9	-2	-13%	1%	6%
CC(C)C(=O)Nc1ccc(C(=O)N/N=C/C2CC3C=CC2C3)cc1 (centres undefined)
  13%	-18%	8	-2	3%	-2%	-3%
Cc1cc(NC(=O)Cc2ccc(Br)cc2)no1
  ?	-19%	18	5	-12%	3%	-9%
CC(=O)c1cccc(NC(=S)Nc2ccn(Cc3cccc4ccccc34)n2)c1
  ?	-28%	7	9	?	3%	-6%
O=c1[nH]c2c(s1)C(c1cccnc1)C1C3CCC(C3)C1S2 (centres undefined)
  26%	-28%	-3	-4	?	6%	-3%
COc1ccc(-c2c(C)nn3c(Cl)c(C)c(C)nc23)cc1
  ?	23%	13	-3	-3%	-1%	5%
CN(CC(=O)Nc1ccc(Cl)c(S(=O)(=O)N(C)C)c1)Cc1ccccc1
  ?	0%	73*	40*	-6%	-3%	0%
CCn1ccnc1[C@@H]1C[C@H]2CN(Cc3cccc(Cl)c3)C(=O)[C@]23CCCN13
  -14%	22%	-5	1	-1%	3%	-1%
Cc1ccc(-n2nnc3c(=O)n(Cc4ccccc4C)cnc32)cc1
  10%	-47%	-3	-1	1%	-1%	3%
O=C(Cc1ccc(F)cc1)Nc1cccc(-c2ccc3nncn3n2)c1
  12%	-22%	-1	-10	-8%	-2%	4%
Cc1ccc(-n2c3c(cc(C(=O)NCCCN4CCOCC4)c2=O)C(=O)CC(C)(C)C3)cc1
  0.83µM*	67%[activator]	-3	-1	2%	-1%	5%
CCC(Sc1nc2sc(C(=O)OC)c(C)c2c(=O)n1N)C(=O)NCC1CCCO1 (centres undefined)
  4.7µM*	-17%	-1	-2	?	1%	-5%
CCOC(=O)N1CCN(C(=O)CSc2nc3c(cnn3-c3ccc(Cl)cc3)c(=O)[nH]2)CC1
  -18%	-30%	-9	-5	11%	-6%	-5%
Nc1ccc(-n2nncc2-c2ccco2)cc1
  ?	-14%	-3	-2	?	3%	10%
COc1ccc(NC(=O)c2cc(NC(=O)C3CCCCC3C(=O)O)ccc2N2CCOCC2)cc1 (centres undefined)
  ?	-51%	-6	1	7%	3%	3%

Some values from the list.
Result of CC(NC(=O)Cn1cc(C(=O)C2CC2)c2ccccc21)c1ccccc1 (centres undefined) in CHX counter: -5
Result of O=c1[nH]cc(-c2ccccc2)c(=O)[nH]1 in AmpC no deterg: -6%

(continued)
Values run as follows: Pf growth 96h	AmpC no deterg	Shiga inhibitor	CHX counter	Pf growth 48h	LmPK inh	TbPYK inhibitor
COc1ccc(N2CCN(C(=O)Nc3ccccc3Cl)CC2)cc1
  -1%	17%	22	7	3%	-3%	5%&-3%
O=C(CSc1ncn[nH]1)Nc1ccc(Br)cc1F
  99%[activator]	-24%	40	25*	54%[activator]	1%	-3%
CCc1ccccc1Nc1nc(N)nc(COC(=O)CCC(=O)c2ccc(F)cc2)n1
  ?	15%	/	/	?	/	-1%
Cc1c(C(=O)c2ccccc2)oc2ccc3ccccc3c12
  /	-19%	106*	51*	270%[activator]	1%	-2%
CC(NC(=O)CCSc1nc(-c2ccco2)cc(C(F)(F)F)n1)c1ccccc1 (centres undefined)
  ?	66%	-8	0	?	4%	1%
COc1ccc(C(=O)NCC(=O)OCC(=O)NC(=O)c2ccc(C(C)(C)C)cc2)cc1OC
  32%[activator]	8%	/	/	36%[activator]	/	-4%
CCOC(=O)c1csc(NC(=O)C(C)(C)C)n1
  50%[activator]	-5%	35	0	/	-1%	2%
